# Source: PubChem BioAssay (Sanford-Burnham Center for Chemical Genomics)
# hIAP activ = increases human intestinal alkaline phosphatase activity. actives 0.16% (n = 330,000). purified human IAP, CDP-Star luminescence, 30 min; stronger effect = higher value; 1 = vehicle-only enzyme, 0 = enzyme-free background. activation factor at 10 µM. P09923;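 active = activation factor of the enzyme at least 2-fold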; note: the source names both 10 and 20 µM as test concentration; values of inactives mirror those of a sister screen read the other way
# hIAP inh = human IAP inhibition; P09923; purified IAP, CDP-Star luminescence, 30 min; inhibition, % at 10 µM; actives 0.12% (n = 330,000); AID 2544;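 active = inhibition reaching a set limit with compound at 10 µM in the primary screen, cut at about 35% in these data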;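 note: plate controls were DMSO wells with enzyme for no effect and no-enzyme buffer wells for full effect; values of inactives mirror those of a sister screen read the other way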
# APOBEC3A inh = blocks human APOBEC3A ssDNA deamination; actives 0.41% (n = 330,000); P31941; inhibition, % at 20 µM; recombinant A3A, FAM/TAMRA ssDNA deamination fluorescence;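 active = at least 40% inhibition at 20 µM here, with at most 30% in a related deaminase screen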;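 note: plate controls were A3A with DMSO for no effect and wells lacking A3A enzyme for full effect; some results filed as inactive read as strong as hits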
# Target sequence (P31941 whole entry, looked up): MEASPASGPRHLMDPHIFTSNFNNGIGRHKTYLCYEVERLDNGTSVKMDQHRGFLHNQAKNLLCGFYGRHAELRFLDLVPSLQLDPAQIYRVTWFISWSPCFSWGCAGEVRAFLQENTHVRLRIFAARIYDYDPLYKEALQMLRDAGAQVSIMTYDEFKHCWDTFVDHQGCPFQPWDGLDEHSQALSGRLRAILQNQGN
# mIAP act = mouse IAP activation. activation factor at 10 µM. muIAP, CDP-Star luminescence, 30 min; stronger effect = higher value; 1 = vehicle-only enzyme signal, 0 = enzyme-free wells. AID 2805. actives 0.24% (n = 330,000);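 active = activation factor of at least 2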; note: the source names both 10 and 20 µM as test concentration; values of inactives mirror those of a sister screen read the other way
#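 System: Mouse IAP enzyme | Also added: CDP-Star substrate | Dosing: Compounds dispensed in DMSO | Schedule: 30 min enzyme-substrate-compound incubation at room temperature | Technique: Chemiluminescence readout | Control set: DMSO-only wells and no-enzyme negative control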
# ATG4B inhibitor = blocks human ATG4B protease cleavage of LC3 substrate; actives 0.51% (n = 340,000); AID 504462; ATG4B cleavage of LC3-PLA2, NBD-HPC fluorescence, 1 h; inhibition, % at 8.33 µM; in the data active = inhibition above about 40%
# PfGluPho inh = PfG6PD (Plasmodium falciparum) enzyme inhibition; PfGluPho enzyme, NADPH resazurin-diaphorase fluorescence; inhibition, % at 20 µM; actives 0.78% (n = 350,000);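 active = inhibition reaching at least a set limit at 20 µM in the primary screen, cut at about 59% in these data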;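 note: 0% = DMSO wells with substrate and 100% = DMSO wells lacking glucose-6-phosphate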
# HKDC1 inhibitor = blocks human hexokinase HKDC1 activity; Q2TB90; recombinant HKDC1, G6PDH/diaphorase resazurin coupled fluorescence; inhibition, % at 20 µM; actives 0.16% (n = 340,000); AID 493160;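 active = inhibition above about 35% when tested at 20 µM, limit read from the data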;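 note: plate controls were DMSO wells with enzyme for no effect and DMSO wells lacking enzyme for full effect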
# Target sequence (Q2TB90 whole entry, looked up): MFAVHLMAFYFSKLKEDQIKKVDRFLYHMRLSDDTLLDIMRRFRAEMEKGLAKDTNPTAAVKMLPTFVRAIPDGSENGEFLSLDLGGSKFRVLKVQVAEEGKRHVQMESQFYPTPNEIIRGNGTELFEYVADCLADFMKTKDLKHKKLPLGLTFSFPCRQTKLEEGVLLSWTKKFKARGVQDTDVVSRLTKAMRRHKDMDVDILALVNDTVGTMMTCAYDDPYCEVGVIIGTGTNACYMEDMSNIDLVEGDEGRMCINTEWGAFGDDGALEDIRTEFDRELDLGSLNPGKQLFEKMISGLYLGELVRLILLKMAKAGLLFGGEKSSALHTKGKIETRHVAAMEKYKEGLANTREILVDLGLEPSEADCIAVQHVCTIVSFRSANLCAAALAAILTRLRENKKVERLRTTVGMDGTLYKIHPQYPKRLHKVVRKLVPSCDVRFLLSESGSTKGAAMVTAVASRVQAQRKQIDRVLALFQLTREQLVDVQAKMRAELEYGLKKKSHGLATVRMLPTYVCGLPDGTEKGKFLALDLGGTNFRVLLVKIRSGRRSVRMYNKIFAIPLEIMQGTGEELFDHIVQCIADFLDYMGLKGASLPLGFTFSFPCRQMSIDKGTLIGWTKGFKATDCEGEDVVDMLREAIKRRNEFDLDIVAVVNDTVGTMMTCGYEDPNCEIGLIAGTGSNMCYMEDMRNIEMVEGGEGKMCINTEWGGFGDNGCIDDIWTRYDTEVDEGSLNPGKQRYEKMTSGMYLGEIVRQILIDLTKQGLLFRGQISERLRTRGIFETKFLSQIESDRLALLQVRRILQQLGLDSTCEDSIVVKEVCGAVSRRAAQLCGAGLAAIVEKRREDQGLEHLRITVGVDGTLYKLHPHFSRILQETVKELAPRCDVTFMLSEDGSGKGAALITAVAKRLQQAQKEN
#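 test system = in-house recombinant HK5 (HKDC1) enzyme | amount = HKDC1 at 5 µg/mL | control set = DMSO-enzyme wells negative, buffer-substituted wells positive | compound = one dose of 20 µM, 1% DMSO | schedule = reaction time 90 min, room temperature, protected from light | technique = resorufin fluorescence at 613 nm | reagent = glucose with 1 mM ATP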
# mIAP inh = mouse IAP inhibition. inhibition, % at 10 µM. actives 0.2% (n = 330,000). purified mouse IAP, CDP-Star luminescence, 30 min;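 active = inhibition of at least 40% at 10 µM in the primary screen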;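 note: plate controls were DMSO with enzyme for no effect and no enzyme wells for full effect; values of inactives mirror those of a sister screen read the other way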
# An asterisk follows results filed as active; nt = no result given.
SMILES,hIAP activ,hIAP inh,APOBEC3A inh,mIAP act,ATG4B inhibitor,PfGluPho inh,HKDC1 inhibitor,mIAP inh
Cc1ccc(-c2cc(C(F)F)n3ncc(C(=O)N4CCc5ccccc54)c3n2)cc1,1,-4,-1,0.94,-5,-15,20,6
O=c1cc(CN2CCN(c3ccccc3F)CC2)c2cc3c(cc2o1)CCCC3,0.71,29,1,0.95,13,2,-7,5
Nc1ncnc2c1ncn2CCc1ccccc1,1.1,-12,-2,0.98,-4,4,0,2
Cc1cc(C(=O)N/N=C/c2c(C)nn(-c3ccccc3)c2C)c(C)o1,0.92,8,-5,1.1,-8,0,-3,-10
Cc1cc(C(=O)CN2C(=O)C(=O)N(C)C2=O)c(C)n1-c1cccc(S(=O)(=O)N2CCOCC2)c1,1,-4,10,0.97,-7,5,-4,3
Cc1cccc(CSc2nnc(N)n2-c2ccccc2)c1,0.88,12,-1,1,-1,2,0,-2
CC(C)[C@H](NS(=O)(=O)/C=C/c1ccccc1)C(=O)OCC(=O)NC(N)=O,1.1,-11,3,0.97,-4,7,-7,3
CC1(C)CC(=O)C=C(NCc2cccs2)C1,1.2,-16,-1,1,2,-5,-4,-4
CCOC(=O)Cc1ccc(NS(=O)(=O)c2ccc(SC)cc2)cc1,1.1,-11,-2,0.94,-9,-7,-2,6
N#Cc1ccccc1N=Cc1ccc(Br)cc1,0.93,7,1,1.1,-1,21,0,-6
CN(CC(=O)Nc1ccccc1Cl)CC(=O)Nc1ccccc1[N+](=O)[O-],1.7,-69,1,1.1,-5,-6,-2,-7
CC1CCCCN1C(=O)c1cc(F)c(F)cc1Cl (stereo not given),0.83,17,-4,0.99,-13,-4,-4,1
COc1ccc(OC)c(NC(=O)C2CC(=O)n3ncnc3N2)c1 (stereo not given),0.98,2,7,1,1,-15,1,-1
C[C@]12CC[C@@H]3c4ccc(O)cc4[C@@H](O)C[C@H]3[C@@H]1CC[C@@H]2O,1.1,-11,-7,1,nt,nt,nt,0
O=S(=O)(c1ccc(-c2csc(Nc3ccc(Br)cc3)n2)cc1)N1CCCC1,1.1,-10,-2,0.87,-6,8,-8,13
COc1ccc(NC(=O)CN(C)C(=O)CCc2nc3cc(S(=O)(=O)N4CCOCC4)ccc3n2C)cc1,1.1,-8,-3,1,0,-15,-5,-1
Cc1nn(C(C)C(=O)Nc2ccccc2Cl)c(=O)c2nn(-c3ccccc3)c(C)c12 (stereo not given),1.1,-15,-3,0.96,6,-10,3,4
CC(=O)Nc1ccc(NC(=O)c2cc(=O)c3ccccc3o2)cc1,0.97,3,-5,1,-10,18,1,-1
COCc1cc(C)nc2sc(C(=O)Nc3ccccc3C)c(N)c12,0.95,5,-2,0.99,0,3,-3,1
CSc1nnc(-c2sccc2-n2cccc2)o1,0.96,4,3,1,-5,8,-9,0
CC(C)(C)NCc1ccccc1OCc1cccs1,0.88,12,-3,1,9,-5,4,-1
O=C(CSc1ccc2ccccc2n1)Nc1nsc(-c2ccc(Cl)cc2)n1,1,-3,-2,0.89,4,-14,18,11
Cc1cc(NC(=O)COC(=O)CCS(=O)(=O)c2cc(Cl)ccc2Cl)no1,0.89,11,-3,0.97,-4,22,-5,3
O=C(NC1CCCCC1)C1CCN(S(=O)(=O)c2cccc3cccnc23)CC1,1,-4,-2,0.9,-14,6,-10,10
O=C(CNS(=O)(=O)c1ccccc1)Nc1cccc([N+](=O)[O-])c1,1.1,-9,2,0.91,-2,5,-5,9

# Some of these compounds in order of formula weight, lowest first:
SMILES,hIAP activ,hIAP inh,APOBEC3A inh,mIAP act,ATG4B inhibitor,PfGluPho inh,HKDC1 inhibitor,mIAP inh
CC1(C)CC(=O)C=C(NCc2cccs2)C1,1.2,-16,-1,1,2,-5,-4,-4
CC1CCCCN1C(=O)c1cc(F)c(F)cc1Cl (stereo not given),0.83,17,-4,0.99,-13,-4,-4,1
CC(=O)Nc1ccc(NC(=O)c2cc(=O)c3ccccc3o2)cc1,0.97,3,-5,1,-10,18,1,-1
CN(CC(=O)Nc1ccccc1Cl)CC(=O)Nc1ccccc1[N+](=O)[O-],1.7,-69,1,1.1,-5,-6,-2,-7

# Continuation.
SMILES,hIAP activ,hIAP inh,APOBEC3A inh,mIAP act,ATG4B inhibitor,PfGluPho inh,HKDC1 inhibitor,mIAP inh
CCC(C)(C)NC(=O)CN(Cc1ccc(F)cc1)C(=O)CCC(=O)Nc1ccccn1,0.87,13,-2,0.97,-12,-4,-4,3
CC(=O)NC1C(Oc2ccc3c(C)cc(=O)oc3c2)OC(COC(C)=O)C(OC(C)=O)C1OC(C)=O (stereo not given),0.91,9,4,0.89,6,-15,-8,11
COc1cccc(-c2nc(CS(=O)(=O)CC(=O)Nc3ccccc3Br)c(C)o2)c1,0.9,10,-3,1.1,-1,-7,2,-5
COC(=O)c1ccc(C[n+]2ccccc2)cc1,1.1,-10,-2,0.9,2,-2,-8,10
Nc1c(C(=O)CSc2nnc(COc3ccc(Cl)cc3)o2)c(=O)[nH]c(=O)n1C1CC1,0.98,2,-1,0.86,0,19,-1,14
Cc1cccc(S(=O)(=O)c2c(N)n(/N=C/c3cccnc3)c3nc4ccccc4nc23)c1,1.1,-14,4,0.95,-1,5,10,5
O=C(CSc1nc2ccccc2[nH]1)NCc1ccco1,1.1,-6,0,0.99,3,11,-7,1
Nc1nc(COC(=O)c2ccc3c(c2)OCCO3)nc(Nc2ccccc2)n1,1.1,-7,0,1,-10,-3,7,-5
C(=N\N1CCN(Cc2ccccc2)CC1)/c1cccnc1,0.93,7,-1,0.98,4,4,-16,2
O=C(Nc1ccccc1)Nc1nnc(-c2ccccc2)s1,1,-4,1,0.95,-3,-5,-4,5
COc1ccc(NC(=O)[C@@H]2CCCN2S(=O)(=O)c2ccc(Cl)cc2)cc1,0.94,6,-1,1.1,0,-8,-2,-8
Cc1ccc(C)c(NC(=O)CN(C)C(=O)CN2C(=O)NC3(CCc4ccccc43)C2=O)c1 (stereo not given),0.91,9,2,0.9,-27,10,-4,10
O=C(c1ccc(C(F)(F)F)cc1)C1CCCN(C(=O)CN2C(=O)CSC2=O)C1 (stereo not given),0.97,3,3,0.99,-4,-6,-1,1
CN1CCN(CCNC(=O)Cn2c(=O)c3cccn3c3ccc(F)cc32)CC1,0.61,39*,-3,0.93,6,-17,-13,7
COc1ccc(N2C(=O)CS/C2=N\C(=S)Nc2ccccc2)cc1,0.95,5,-1,0.91,-13,14,-3,9
c1coc(CNc2c3c(nc4ccccc24)CCC3)c1,0.91,9,11,0.94,-9,-6,-1,6
COc1ccc(-c2nc(CS(=O)CC(=O)NC3CCC(C)CC3)c(C)o2)cc1OC (stereo not given),1.2,-23,0,0.91,-2,-3,-2,9
Cc1cc(C)c2ccc(/C=N/O)nc2c1O,1.4,-42,-8,0.96,-11,8,-9,4
Cn1c(=O)c2c(nc(NCCNC(=O)c3ccco3)n2Cc2ccccc2F)n(C)c1=O,1,0,-3,1,6,-8,-3,-4
O=C(Nc1ccc(N2CCOCC2)cc1)C1CC(=O)N(c2ccc(F)cc2)C1 (stereo not given),1,-3,-6,1.2,-7,0,-1,-22
C=CCN1C(=NC(=O)COc2ccccc2)SC2CS(=O)(=O)CC21 (stereo not given),1.2,-16,-2,0.97,-6,-6,-4,3
CCCSc1nc2ccsc2c(=O)n1CC,1,0,-1,1,2,-29,5,-4
c1ccc(Nc2nc(-c3ccccc3)nc3ccccc23)cc1,1.1,-13,-2,1.1,1,17,-5,-7
CCN(CC)C(=O)CN1C(=O)C2(OCC(C)(C)CO2)c2ccccc21,0.92,8,1,1,-9,-5,0,-4
COc1cc(/C=C/c2cccc[n+]2C)ccc1OCC(=O)Nc1ccccc1,1,0,73*,0.99,-1,7,-8,1
SMILES,hIAP activ,hIAP inh,APOBEC3A inh,mIAP act,ATG4B inhibitor,PfGluPho inh,HKDC1 inhibitor,mIAP inh
O=C(NC1CCCCC1)C(c1ccccc1)N1CCC2(CC1)OCCO2 (stereo not given),0.87,13,-3,0.91,-9,-13,-4,9
CCC(=O)N1c2ccc(S(=O)(=O)NCCc3ccc(C)cc3)cc2CC1C (stereo not given),0.85,15,-1,0.96,5,4,-2,4
COc1ccc(NC(=O)c2ccco2)cc1NC(=O)c1cccc(OC(C)C)c1,0.91,9,0,0.98,19,11,5,2
COc1ccc(NS(=O)(=O)c2cccc(C(=O)NCC(c3ccco3)N(C)C)c2)cc1 (stereo not given),0.81,18,-2,0.89,-5,1,2,11
Cc1ccc(NC(=O)CCNS(=O)(=O)c2ccc3[nH]c(=O)oc3c2)cc1,0.79,21,-1,0.89,-4,-13,-3,11
CCn1nnnc1NC(=O)c1cc(OC)c(OC)c(OC)c1,0.97,3,4,0.9,-11,9,-1,10
COc1ccc(Nc2nc(N/N=C/c3ccc(N(C)C)cc3)nc(C)c2[N+](=O)[O-])cc1,1,-3,-1,0.82,0,-4,-1,18
COc1ccc(/C=C/C(=O)Nc2ccc(NC(C)=O)cc2)cc1S(=O)(=O)N1CCOCC1,0.96,4,5,0.94,-4,-7,1,6
CCc1ccc(C(=O)NCc2ccc(Cl)cc2)cc1,0.91,9,0,1,-2,-18,16,-5
CCOc1ccc(NC(=O)c2cccc(OC(=S)N3CCOCC3)c2)cc1,0.95,5,-1,0.94,-7,-9,1,6
O=C(NC(C(=O)N1CCCC1C(=O)O)=C1CCCCC1)c1ccccc1 (stereo not given),1,-1,-1,1,1,1,-5,-4
CC(C)Cc1cc(CN2CCC(CO)(Cc3cccc(C(F)(F)F)c3)CC2)[nH]n1,1.2,-20,-4,0.97,2,12,-7,3
O=C(COC(=O)c1cccs1)Nc1cc(S(=O)(=O)N2CCOCC2)ccc1Cl,0.99,1,2,0.9,-6,2,-2,10
O=C(c1ccc(-n2cccn2)cc1)N1CCc2ccccc2C1,1.1,-8,-4,1.1,9,13,-5,-6
COc1ccc(C(=O)c2coc(-c3ccccc3C(=O)O)c2C(=O)O)cc1,1.1,-8,0,0.93,4,-14,9,7
Cn1cc(CCC(=O)NC2CC2)c2ccccc21,0.95,5,-1,1,-7,-5,-3,-3
CCCN(C(=O)C1CCN(S(=O)(=O)c2ccc(OC)c(OC)c2)CC1)C1CCS(=O)(=O)C1 (stereo not given),0.88,12,10,0.96,-5,-6,0,4
Cc1ccc(OCC(=O)NNC(=O)CSc2nnc(-c3ccc(C)cc3)n2C)cc1,1.1,-7,-7,1.1,-6,-9,1,-10
Cc1cc(O)ccc1NC1=CC(=O)CC(C)(C)C1,0.95,5,-3,1.1,1,22,-5,-7
CC(C)[C@H](NC(=O)c1ccccc1)C(=O)OCC(=O)Nc1ccc(Cl)cc1C(F)(F)F,0.87,13,0,1,-8,13,-13,-3
COc1cc(OC)cc(C(=O)NCC(=O)N2CCN(S(=O)(=O)c3ccccc3F)CC2)c1,0.94,6,-3,1,3,-8,-3,-4
CC(C)OCCCNC(=O)c1cccs1,0.95,5,4,1.1,2,7,-13,-7
Cc1cc(OCC(=O)Nc2ccc(N3CCN(C)CC3)cc2)ccc1Cl,0.84,16,0,0.98,-5,9,-4,2
O=C(NCC1(N2CCCCC2)CCCCC1)c1cccc(NS(=O)(=O)c2ccccc2)c1,1.1,-11,-5,0.91,15,-2,5,9
Cc1nnc(SCC(=O)N(Cc2ccccc2)C(C)(C)C)[nH]c1=O,0.95,5,1,0.95,-10,-5,-4,5
O=C(Nc1ccccc1)C1=C[C@@H](c2coc3ccccc3c2=O)C[C@@H](OCCCCO)O1,0.89,11,1,1,-12,1,3,0
CCNC(=O)c1c(O)c2cccc3c2n(c1=O)CC3,1.1,-9,3,0.99,-3,6,-4,1
